# S100A4 MyoIIA: S100A4-myosin IIA interaction inhibition. 0.14% of 360,000 active. inhibition, % at 10.7 µM. AID 652163. S100A4/TAMRA-MyoIIA peptide fluorescence polarization. P26447;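 active = mean inhibition of at least 70% across replicates, with every replicate also reaching that level; inconclusive = mean inhibition reaches 70% but some replicates fall short; inactive = mean inhibition below 70%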
# Target sequence (P26447 whole entry, looked up): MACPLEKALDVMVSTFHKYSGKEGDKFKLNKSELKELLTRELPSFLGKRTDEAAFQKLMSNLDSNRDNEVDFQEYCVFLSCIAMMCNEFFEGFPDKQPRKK
#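 Material: S100A4 monomer (human). Medium: Calcium-containing HEPES buffer, pH 7.2. Probe or stimulus: labelled myosin peptide probe, 5 nM. Compound dosing: one concentration per compound. Timing: polarization read 5 min after assay mix addition, stable 5–60 min. Benchmarks: DMSO as neutral control, TFP as positive control.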
# E-sel inducer: E-selectin induction on HUVECs. P16581. HUVEC E-selectin immunofluorescence imaging; normalized: neutral wells 0, TNF-alpha wells 100. activation, % at 7.58 µM. 0.37% of 260,000 active;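 active = mean E-selectin-positive cell signal at least 10% of the positive control, reached in at least 60% of replicates, without over 20% cell loss; inconclusive = no rule given, readout overlaps actives, possibly toxicity-flagged; inactive = the rest, including those meeting only one limit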;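 note: in these data hits start at about 27%; measured in HUVEC primary endothelial cells; signal is the percent of cells scored E-selectin positive by PE staining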
#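 material = human umbilical vein endothelial cells (HUVEC), E-selectin induction | quantity = 3,000 cells/well | medium = EGM-2 growth medium on 0.1% gelatin-coated wells | technique = immunofluorescence imaging | read-out basis = % PE-positive cells | control set = TNF-alpha positive control, DMSO neutral control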
# SIRT5 block: sirtuin-5 (human) deacylase inhibition; Q9NXA8; Purified SirT5, succinyl-peptide AMC, trypsin-coupled fluorescence; inhibition, % at 15 µM; 1.1% of 330,000 active; AID 652115; in the data active = inhibition above about 15%; inconclusive = no clear call, values can overlap the other calls
# Target sequence (Q9NXA8 whole entry, looked up): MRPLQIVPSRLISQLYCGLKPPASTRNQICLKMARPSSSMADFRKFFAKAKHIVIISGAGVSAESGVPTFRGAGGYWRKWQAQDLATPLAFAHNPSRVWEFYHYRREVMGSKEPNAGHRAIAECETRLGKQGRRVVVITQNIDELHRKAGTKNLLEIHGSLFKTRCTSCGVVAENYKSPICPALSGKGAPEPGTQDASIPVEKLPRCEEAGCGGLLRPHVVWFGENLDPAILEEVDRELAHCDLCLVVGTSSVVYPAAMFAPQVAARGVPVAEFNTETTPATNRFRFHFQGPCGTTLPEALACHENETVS
# C2C12 statin: suppressors of simvastatin-induced myotoxicity in C2C12 myotubes. ATP luminescence, 48 h; scaled: DMSO 0, geranylgeraniol control 100. rescue of ATP level, % at 7.49 µM. 0.78% of 330,000 active. AID 602340;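 active = mean ATP rescue above about 67%, or every replicate alone reaching that limit, limit read from the data, passing the limit was not always enough; inconclusive = no clear call, values can overlap the other calls; inactive = mean under the limit and some replicate under it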;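 note: myotubes were challenged with 10 µM simvastatin during compound exposure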
# ERp5 block: ERp5 (human) disulfide isomerase inhibition; Q15084; ERp5 insulin aggregation, absorbance 650 nm, 90 min; inhibition, % at 9.99 µM; 0.05% of 350,000 active; AID 651711;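 active = mean replicate inhibition above about 25%, with every replicate also reaching it, limit read from the data, passing the limit was not always enough; inconclusive = only one of those two criteria met; inactive = neither criterion met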
# Target sequence (Q15084 whole entry, looked up): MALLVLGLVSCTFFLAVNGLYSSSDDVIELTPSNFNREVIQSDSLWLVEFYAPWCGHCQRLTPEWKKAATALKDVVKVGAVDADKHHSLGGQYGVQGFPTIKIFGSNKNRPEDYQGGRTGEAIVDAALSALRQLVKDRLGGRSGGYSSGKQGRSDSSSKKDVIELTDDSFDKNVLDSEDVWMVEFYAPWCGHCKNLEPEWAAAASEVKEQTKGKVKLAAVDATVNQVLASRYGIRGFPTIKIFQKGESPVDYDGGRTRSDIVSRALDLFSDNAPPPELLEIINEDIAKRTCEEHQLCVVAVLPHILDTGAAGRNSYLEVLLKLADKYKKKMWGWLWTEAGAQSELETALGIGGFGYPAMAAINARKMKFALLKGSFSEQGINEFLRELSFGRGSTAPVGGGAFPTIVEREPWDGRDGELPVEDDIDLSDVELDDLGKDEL
# DENV2 CPE rescue: inhibitors of DENV2 cytopathic effect | DENV2-infected cells, cytopathic effect rescue, plate reader | 1.7% of 350,000 active | CPE inhibition, % at 9.99 µM | AID 651640; in the data active = CPE inhibition above about 20%, passing the limit was not always enough; inconclusive = no clear call, values can overlap the other calls; tested in BHK-21 cells;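 note: 0% = median of neutral control wells and 100% = median of positive control wells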
# PglD inh: blocks C. jejuni PglD acetyltransferase activity | AID 602405 | inhibition, % at 12.5 µM | 0.098% of 360,000 active | purified PglD enzyme, DTNB colorimetric CoA detection; in the data active = inhibition above about 16%, passing the limit was not always enough; inconclusive = no clear call, values can overlap the other calls; note: strong numbers were not always called active
# An asterisk follows results filed as active; ? = inconclusive; . = no result given; & = joins results of further samples. Some of the compounds tested (hit frequency here may not be typical).
SMILES,S100A4 MyoIIA,E-sel inducer,SIRT5 block,C2C12 statin,ERp5 block,DENV2 CPE rescue,PglD inh
O=C(Nc1ccccc1)N[C@@H]1CC[C@H](CCn2cc(-c3ccccc3F)nn2)O[C@H]1CO,1,0.3,-1,.,1,?,.
CCOC(=O)Cn1c(-c2ccccc2)ccc(C#N)c1=O,5,.,-4,-2,-2,5,-10
Cn1c(=O)c2cc(NC(=S)NC3CCCCC3)ccc2n1Cc1ccc(Cl)cc1,-4,-0.1,.,-6,9,12,-6
O=C(/C=C/c1ccc(Cl)c([N+](=O)[O-])c1)Nc1cccc(NC(=O)c2ccco2)c1,27,.,2,-8,-4,1,.
COc1cc(OC)cc(C(=O)NNC(=O)C2CCC2)c1,7,0.4,-2,4,3,0,-6
CCN(C(=O)CCS(=O)(=O)c1ccc2c(c1)oc(=O)n2C)c1ccc(OC)cc1,-6,12,1,-4,-3,-2,2
Cc1ccccc1C(=O)Nc1ccccc1NC(=O)c1ccccc1C,-2,0.1,1,1,7,-4,-2
COCCNC(=S)N/N=C(\C)c1cc2ccccc2o1,6,.,2,.,0,8,18
CC(C)(C)c1ccc(C2(C)NC(=O)N(CC(=O)NCc3cccs3)C2=O)cc1 (configuration not stated),1,0.0,0,.,-1,1,-3
CC1(C(=O)NC2CCCCC2)CCC(=O)N1Cc1ccc2c(c1)OCO2 (configuration not stated),0,-0.1,-3,-33,6,-2,-1
COc1ccc(/C=C/C(=O)N2CCC(C(N)=O)CC2)cc1S(=O)(=O)N1CCOCC1,-2,0.0,-1,8,3,2,13
COc1cccc(-c2nnc(NC(C)=O)o2)c1,-7,0.5,-1,-14,-2,1,-2
CN(C)N1C(N)=C(C#N)C(c2ccccc2F)C2=C1CC(C)(C)CC2=O (configuration not stated),-1,0.1,-5,12,6,-5,8
O=C(Nc1nc2c(s1)CCCC2)c1ccc2ncsc2c1,2,5.1,-5,6,1,-3,4
CCOc1ccc(-c2csc(NNC3=NCCCCC3)n2)cc1,-4,.,.,.,-1,2,.
O=C(N/N=C/C1CC2CCC1C2)c1c[nH]c2ccccc12 (configuration not stated),-42,.,-4,.,-6,17,.
COc1cccc(-c2ccc3n(c2=O)C[C@@H]2[C@@H](CO)[C@H](C(=O)N(C)C)[C@H]3N2C(=O)c2cnccn2)c1,-24,-0.5,-5,-10,7,12,2
COCOCCn1cc(CN2CCS(=O)(=O)N(Cc3ccc(-c4cccc(N(C)C)c4)cc3)C(C(C)C)C2=O)nn1 (configuration not stated),-5,3.8,0,-2,0,12,.
COCC#Cc1ccc2c(c1)O[C@H](CN(C)Cc1cncnc1)[C@@H](C)CN([C@@H](C)CO)S2(=O)=O,-5,0.1,9,.,-13,-3,4
COc1ccccc1CNS(=O)(=O)c1ccc2c(c1)NC(=O)C(C)S2 (configuration not stated),5,.,0,-2,2,?,-4
C=CCn1c(SCC(=O)c2c(N)n(C3CC3)c(=O)[nH]c2=O)nnc1-c1ccccc1OC,3,.,-1,-3,3,6,2
C[C@H](NC(=O)c1ccco1)C(=O)NNC(=O)COc1cccc(C(F)(F)F)c1,8,-0.2,9,-10,-3,?,2
CC1(C)CC(NC(=O)c2ccccc2NS(=O)(=O)c2ccc(Br)cc2)CC(C)(C)N1,-10,.,2,-5,1,-4,-4
COc1ccc(NC(=O)CNC(=O)c2ccco2)cc1S(=O)(=O)Nc1cc(C)ccc1Br,13,-2.9,0,.,5,1,2
O=C(C[C@H]1CC[C@H]2[C@@H](COC[C@@H](O)CN2S(=O)(=O)c2ccc(F)cc2)O1)N1CCc2ccccc2C1,4,0.0,-3,-1,2,1,1
COc1ccc(S(=O)(=O)N2CCN(C(=O)COc3ccccc3)CC2)cc1,-3,.,-3,.,-1,.,.
C[C@@H]1CN([C@@H](C)CO)C(=O)c2cc(NC(=O)Cc3cn(C)c4ccccc34)ccc2O[C@H]1CN(C)C(=O)Nc1ccc(F)cc1,-3,-15,-1,28,2,2,2
CN(C)CCCNC(=O)C[C@@H]1CC[C@H]2[C@@H](COc3ccc(NC(=O)c4cccc(F)c4)cc3C(=O)N2C)O1,2,-0.1,-1,3,8,6,0
CCC(=O)N1CC2(C1)[C@@H](c1ccccc1)[C@@H](CO)N2Cc1cccc(Cl)c1,5,0.1,14,.,2,-2,.
CC(C)N1C(=O)c2ccccc2C1C(=O)NCCc1ccccc1 (configuration not stated),-4,0.0,-5,-3,0,-3,-8
COC(=O)c1ccc(Nc2ncnc3sccc23)cc1,-16,-0.2,0,-14,2,-2,-3
Cc1ncc(CO)c(/C=N/Nc2cccc(Cl)n2)c1O,0,-0.1,0,-3,-1,2,-6
COc1cc(OC)cc(C(=O)Nc2ccc(C(=O)c3ccncc3)cc2)c1,4,0.5,3,1,-2,-6,1
NC(=O)[C@H]1CC2(CC(c3cccc(NC(=O)COc4ccc(Cl)cc4)c3)=NO2)CN1C(=O)C(c1ccccc1)c1ccccc1 (some centres not stated),0,.,0,47,0,-5,-5
O=C(CN1CCN(S(=O)(=O)c2ccc(F)cc2)CC1)NC1CC1,?,-0.1,-2,1,1,-9,-1
Cc1ccc(SC[C@H](CC(C)C)N2CCN(C)CCC2=O)cc1,-2,-0.1,-1,7,-1,2,-11
COc1ccc(NC(=O)Nc2ccc3c(c2)C(=O)N([C@H](C)CO)C[C@H](C)[C@@H](CN(C)C(=O)Nc2ccccc2)O3)cc1,7&-2,0.3,1&-9,34&0,9&3,-4&-4,-1&1
Cc1cc(C)c(C(=O)c2cccs2)c(C)c1,-3,-2.2,-4,-15,2,-5,4
COCC1CCCCN1C(=O)c1ccc(OC)c(OC2CCN(C(C)C)CC2)c1 (configuration not stated),-1,.,0,-2,-1,0,2
CCOc1ccccc1NC=C1C(=O)OC2(CCCCC2)OC1=O,-1,.,3,-37,-5,-9,2

# Brought forward from above: six entries; new compounds follow.
SMILES,S100A4 MyoIIA,E-sel inducer,SIRT5 block,C2C12 statin,ERp5 block,DENV2 CPE rescue,PglD inh
O=C(CN1CCN(S(=O)(=O)c2ccc(F)cc2)CC1)NC1CC1,?,-0.1,-2,1,1,-9,-1
Cc1ccc(SC[C@H](CC(C)C)N2CCN(C)CCC2=O)cc1,-2,-0.1,-1,7,-1,2,-11
COc1ccc(NC(=O)Nc2ccc3c(c2)C(=O)N([C@H](C)CO)C[C@H](C)[C@@H](CN(C)C(=O)Nc2ccccc2)O3)cc1,7&-2,0.3,1&-9,34&0,9&3,-4&-4,-1&1
Cc1cc(C)c(C(=O)c2cccs2)c(C)c1,-3,-2.2,-4,-15,2,-5,4
COCC1CCCCN1C(=O)c1ccc(OC)c(OC2CCN(C(C)C)CC2)c1 (configuration not stated),-1,.,0,-2,-1,0,2
CCOc1ccccc1NC=C1C(=O)OC2(CCCCC2)OC1=O,-1,.,3,-37,-5,-9,2
N=C(N)c1ccc(N)cc1,2,0.1,-3,5,5,-6,-3
O=S(=O)(c1ccc(F)cc1)N1CC[C@@H]2[C@@H](CO)Nc3ccc(C#Cc4cccc(F)c4)cc3[C@@H]21,-6,0.1,.,.,1,24*,.
C=C(C)COc1ccc2c(C)c(CC(=O)N3C[C@H]4C[C@@H](C3)c3cccc(=O)n3C4)c(=O)oc2c1C,7,.,.,1,2,6,8
Cc1ccc2nc3n(c(=O)c2c1)-c1cc2ccccc2cc1C(=O)NC3CC(C)C (configuration not stated),-3,0.1,-2,-16,0,2,-4
Cn1c(SCC(=O)NNC(=O)c2ccccc2)nnc1C1CC1,-2,0.4,.,-42,-2,-2,1
CSc1ccc(C(=O)C2CCCN(C(=O)c3ccc(C)nc3)C2)cc1 (configuration not stated),-5,4.0,-1,.,-3,0,.
O=C(O)CC1S/C(=N\N=C2CCCCCC2)N(c2ccccc2)C1=O (configuration not stated),-2,-0.1,3,.,4,-5,.
COc1cc(/C=C(\C#N)c2nc3ccccc3[nH]2)ccc1Oc1ccc([N+](=O)[O-])cn1,-8,.,.,-1,-2,.,5
C[C@@H](NC(=O)C[C@@H]1C=C[C@@H](NS(=O)(=O)c2cccc(F)c2)[C@@H](CO)O1)c1ccccc1,5,0.4,-1,3,2,15,-4
COc1cccc(C(=O)Nc2ccc3c(c2)OC[C@@H](C)N(C(=O)C2CCCC2)C[C@@H](C)[C@H](OC)CN(C)C3=O)c1,-5,0.0,3,13,0,-2,1
C[C@@H]1CN([C@H](C)CO)C(=O)c2cc(NC(=O)NC3CCCCC3)ccc2O[C@@H]1CN(C)C(=O)Nc1ccc(F)cc1,3,-2.4,-4,-7,-1,40*,-1
O=C(O)Cc1cn(Cc2ccc(F)cc2)c2ccccc12,4,.,-1,.,1,2,.
Cc1nn(C)c(C)c1NC(=S)Nc1ccc(S(=O)(=O)Nc2ncccn2)cc1,1,0.8,-1,-6,0,-10,-2
C/C=C/c1ccc2c(c1)O[C@H](CN(C)Cc1ccccc1)[C@@H](C)CN([C@H](C)CO)S2(=O)=O,-16,0.6,12,-16,1,15,-4
C[C@H]1CN([C@@H](C)CO)C(=O)Cc2cc(NC(=O)Nc3ccc(C(F)(F)F)cc3)ccc2O[C@H]1CN(C)CC1CC1,9,.,-4,6,4,6,10
COc1cccc(CNC(=O)[C@@H]2CCCN2C(=O)[C@H]2CCCCN2S(=O)(=O)c2ccc(OC)c(C)c2)c1,-2,-0.1,4,.,-4,-1,.
CNC(=S)N(CCN(C)C)Cc1cc2cc3c(cc2[nH]c1=O)OCO3,0,.,-8,-8,4,-4,-1
Cc1c(CC(=O)NCC(=O)O)c(=O)oc2cc3c(cc12)CCC(C)(C)O3,-1,.,-51,-6,5,6,8
O=C(Nc1ccc(C(=O)O)cc1)/C(=C\c1ccccc1)NC(=O)c1ccco1,-10,0.4,0,-6,3,-5,0
O=C(N/N=C/c1ccc(Cl)cc1Cl)c1ccncc1,-6,0.6,-3,4,-3,0,-2
Cc1noc(C)c1C(=O)OC(C)C(=O)NC(C)c1ccc(Cl)cc1Cl (configuration not stated),1,-1.1,-6,-15,-1,-3,0
C[C@H]1CN([C@@H](C)CO)S(=O)(=O)c2ccc(C#Cc3ccncc3)cc2O[C@@H]1CN(C)S(=O)(=O)c1ccc(F)cc1,0,.,-2,-8,-2,-9,1
OC[C@@H]1CN(Cc2ccco2)C[C@H](n2cnc3c(NCc4ccc(F)cc4)ncnc32)O1,0,0.0,.,-4,-4,3,5
CC(C)NC(=O)Nc1ccc2c(c1)C(=O)N([C@@H](C)CO)C[C@H](C)[C@H](CN(C)Cc1ccc(C(=O)Nc3ccccc3N)cc1)O2,0,0.2,1,.,-6,-5,.
COc1ccc(-c2cnc3n2CCCCC3)cc1,3,0.1,0,.,2,44*,-1
COc1cc(CNCC2CCCO2)ccc1OCC(N)=O (configuration not stated),2,.,2,.,6,-4,.
C[C@H]1CN([C@@H](C)CO)C(=O)c2cc(NC(=O)Cc3ccccc3)ccc2O[C@@H]1CN(C)Cc1ccc(Cl)c(Cl)c1,5,21,11,-6,-1,4,-3
Cn1cc(CC(=O)NCCCN2CCCC2=O)c2ccccc21,-2,4.6,-1,2,2,3,.
CCNC(=O)C[C@H]1CC[C@@H](NC(=O)C2CCC2)[C@H](CO)O1,37,-0.4,0,2,0,-1,-4
COc1cccc(C2[C@H](C)C3(CCN2C)OCCO3)c1 (some centres not stated),-5,.,-5,.,1,-3,.
COc1ccc(NC(=O)c2cc(-c3ccc(C)c(C)c3O)n[nH]2)cc1Cl,0,.,-2,-24,4,?,-3
COc1cc([N+](=O)[O-])ccc1NC(=O)NNC(=O)C(C)Oc1ccc(F)cc1F (configuration not stated),1,-0.8,2,.,7,-4,2
